14-3-3 PPI – 14-3-3 gamma protein interaction modulation | FP, 14-3-3gamma / TMR-pS259-Raf peptide binding | actives 0.19% (n = 160,000) | inhibition, % at 40 µM; in the data active = inhibition above about 30%;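 also: 0% = protein plus tracer without compound and 100% = blank with tracer alone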
Target sequence (P61981 whole entry, looked up): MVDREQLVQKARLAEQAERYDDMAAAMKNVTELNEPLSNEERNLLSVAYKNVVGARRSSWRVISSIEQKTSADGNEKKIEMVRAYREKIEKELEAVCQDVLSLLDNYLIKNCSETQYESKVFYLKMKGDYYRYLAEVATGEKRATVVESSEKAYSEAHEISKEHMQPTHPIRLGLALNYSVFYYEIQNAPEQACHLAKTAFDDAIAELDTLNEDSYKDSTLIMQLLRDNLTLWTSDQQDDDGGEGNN
* = called active by the depositor; & = joins results of further samples.

SMILES | 14-3-3 PPI
CCCOC(=O)C(C)Oc1ccc2c(=O)c(Oc3cc(C)cc(C)c3)c(C(F)(F)F)oc2c1 (stereo not drawn) | -103
CCCC(=O)NCCc1cc2cc(C)c(C)cc2[nH]c1=O | -5
O=C(NC1CCCCCC1)c1coc(=O)c2ccccc12 | -10
CC12CC(c3ccccc3O1)N(C(=O)c1ccccc1)C(=O)N2c1ccc(F)cc1 (stereo not drawn) | 3
CCC(=O)N1CCc2cc(S(=O)(=O)CCC(=O)NCc3ccc(C)cc3)ccc21 | -2
O=c1oc(-c2ccco2)cc(-c2ccccc2)c1-c1ccccc1 | -6
COCCOC(=O)C1=C(C)NC2=C(C(=O)CC(c3ccc(OC)cc3)C2)C1c1ccc2c(c1)OCO2 (stereo not drawn) | -3
CCc1nc(N)c(C#N)c(-c2ccncc2)c1C | -1
Cn1c(=O)c2[nH]c(-c3cccnc3)nc2n(C)c1=O | -10
Cc1cc(C)c(C#N)c(N2CCN(Cc3ccc4c(c3)OCO4)CC2)n1 | -3&-10
COc1ccc(Cl)cc1NC(=O)CCn1cnc2ccccc2c1=O | -6
COc1ccc(C)cc1NC(=O)CN1CCN(CC(=O)Nc2ccccc2Cl)CC1 | -7
CCn1c(=NC(=O)CN2C(=O)CCC2=O)sc2c(C)cc(C)cc21 | 3
CC(=O)Oc1cc(OC(C)=O)c2c(-c3ccc([N+](=O)[O-])cc3)cc(=O)oc2c1 | 2
CCCc1[nH]n(-c2nc3ccccc3s2)c(=O)c1C=NCCN1CCOCC1 | -8
Cc1nn(-c2ccccc2)c2[nH]c(=O)c(CNCc3ccc4c(c3)OCO4)cc12 | -16
O=C(c1ccccc1)N1N=C(c2ccc(Br)cc2)CC1c1ccccc1 (stereo not drawn) | -11
O=C(NCc1ccc2c(c1)OCO2)c1c[nH]c2ccc(S(=O)(=O)N3CCOCC3)cc2c1=O | -5&-15
O=S(=O)(NC1c2cccc3cccc(c23)C1N1CCOCC1)c1ccc(Cl)cc1 (stereo not drawn) | 9
Cc1ccccc1OCC(=O)Nc1cccc(NC(=O)c2ccco2)c1 | -7&0

Structural class, the compounds so far containing a Cl atom.
SMILES | 14-3-3 PPI
COc1ccc(Cl)cc1NC(=O)CCn1cnc2ccccc2c1=O | -6
COc1ccc(C)cc1NC(=O)CN1CCN(CC(=O)Nc2ccccc2Cl)CC1 | -7
O=S(=O)(NC1c2cccc3cccc(c23)C1N1CCOCC1)c1ccc(Cl)cc1 (stereo not drawn) | 9

(cont.)
SMILES | 14-3-3 PPI
COc1ccc2cc(C(=O)NC3CCCCC3)c(=O)oc2c1 | -12
Cc1ccc(NCc2nnc(SCC(=O)N3CCCCC3)n2CC2CCCO2)c(C)c1 (stereo not drawn) | 2
Cc1sc2ncn(CC(=O)N3CCN(c4ccccc4F)CC3)c(=O)c2c1S(=O)(=O)N1CCC(C)CC1 | -10
COc1cccc(CNc2nc3nc(C)cc(C)n3n2)c1 | 1
CC(C)(C)C(=O)Nc1cccc(OC(F)(F)C(F)Cl)c1 (stereo not drawn) | -4
CCCCC(CC)CNC(=O)c1ncn[nH]1 (stereo not drawn) | 0
COc1ccc(C(=O)COc2ccccc2OC)cc1OC | 5
Cc1nc2c(C(=O)NCc3ccc4c(c3)OCO4)c[nH]n2c(=O)c1Cl | 4&-8
CC1CCN(C(=O)CCCNC(=O)Cn2cnc3sc4c(c3c2=O)CCCC4)CC1 | 4
CC(C)OC(=O)c1c(NC(=O)c2cc3nc(-c4ccco4)cc(C(F)(F)F)n3n2)sc2c1CCCC2 | -11

Looked up by compound from the list above:
SMILES | 14-3-3 PPI
CCCc1[nH]n(-c2nc3ccccc3s2)c(=O)c1C=NCCN1CCOCC1 | -8
O=C(c1ccccc1)N1N=C(c2ccc(Br)cc2)CC1c1ccccc1 (stereo not drawn) | -11
CC12CC(c3ccccc3O1)N(C(=O)c1ccccc1)C(=O)N2c1ccc(F)cc1 (stereo not drawn) | 3

The list continues.
SMILES | 14-3-3 PPI
CCOc1ccc(S(=O)(=O)N(C(C)=O)c2ccc3oc(C)c(C(=O)OC)c3c2)cc1 | -12
CCCOc1ccc(C2C(=O)N(C3CCCCC3)CC(=O)N2CCC2=CCCCC2)cc1OC (stereo not drawn) | 4
COCCn1nnnc1C(CC(C)C)N1CCN(c2cccc(OC)c2)CC1 (stereo not drawn) | 13
Cc1ccc(OCCn2c(CNc3ccccc3C)nc3ccccc32)cc1 | -6
COc1ccc(Nc2cc(C(=O)NCc3ccc(C)cc3)c3ccccc3n2)c(OC)c1 | -81
Cn1ncc2c(NCc3ccccc3)ncnc21 | 1
CCC(=O)Nc1ccc2c(c1)N(C(C)=O)c1ccccc1CC2 | -13
CCOc1cc(C2C3=C(Nc4c2c(=O)n(C)c(=O)n4C)c2ccccc2C3=O)ccc1O (stereo not drawn) | 3
COC(=O)c1cc(NC(=O)c2cc3cccc(OC)c3oc2=O)cc(C(=O)OC)c1 | 7
COc1cc(C(=O)N2CCN(S(=O)(=O)c3cccc([N+](=O)[O-])c3)CC2)cc(OC)c1OC | -7
CCCCC(=O)Nc1ccc2oc(-c3ccncc3)nc2c1 | -8
CCc1ccc(C2NC(=S)NC3=C2C(=O)CC(C)(C)C3)cc1 (stereo not drawn) | -7
CC(C)=C1C2C=CC1C1C(=O)N(C(C)C)C(=O)C21 (stereo not drawn) | -5
COc1ccc2c(c1)[nH]c1c(=O)n(CCN(C)C)cnc12 | -3
COc1ccc(C2=C(CN(C)C)C(c3ccccc3)c3ccccc3O2)cc1OC (stereo not drawn) | -2
COCCn1c(-c2ccc(-c3ccccc3Cl)o2)nc2c1c(=O)[nH]c(=O)n2CC(C)C | -14
CC(C)c1nnc(NC(=O)CCCOc2ccc(Cl)cc2)s1 | -4
CCCCn1c(CCNC(=O)c2ccc(Cl)cc2)nc2ccccc21 | 0
O=S(=O)(NC1CC1)c1ccc(S(=O)(=O)N2CCCC3(CCCCC3)C2)cc1 | -6
COc1ccc(CC(NC(=O)c2ccccc2)C(=O)NCC(=O)O)cc1 (stereo not drawn) | -5
CC(=O)Nc1ccc(C(=O)Nc2ccc(S(=O)(=O)N3CCCC3)cc2)cc1 | -7
CC(C)(C)C1CCc2c(sc(NC(=O)c3ccccc3F)c2C(=O)NCc2ccco2)C1 (stereo not drawn) | -2
Cc1cccc(N2C(=S)NC3CC2(C)Oc2ccc(C)cc23)c1 (stereo not drawn) | -5
CCCCCc1c(C)c(C#N)c2nc3ccccc3n2c1NCCN1CCOCC1 | -24
CC1(C)C=C(CC2(C)CC(C)(C)NC(=S)N2)NC(=S)N1 (stereo not drawn) | -5
COC(=O)c1ccc(C2C(C(=O)OC3CCCCC3)=C(C)NC3=C2C(=O)CCC3)cc1 (stereo not drawn) | -6
CN1CCN(C(=O)c2nn3c(c2Br)NC(c2ccc(Br)cc2)CC3C(F)(F)F)CC1 (stereo not drawn) | 2
CC1(C)CC(=O)C2=C(C1)c1c(ccc3ccccc13)NC2c1cc([N+](=O)[O-])c(N2CCOCC2)cc1N1CCOCC1 (stereo not drawn) | -11
COc1cc(-c2nnc(NC(=O)c3ccc(S(=O)(=O)N4CCOCC4)cc3)o2)cc(OC)c1OC | -14
CCn1c(SCC(=O)OCC(=O)N2c3ccccc3NC(=O)C2(C)C)nnc1-c1ccco1 | -6
O=C(Nc1cccc(-c2nc3ncccc3o2)c1)c1cc([N+](=O)[O-])ccc1Cl | -5
OCCN=C1CCCc2c1[nH]c1ccc(Cl)cc21 | -46
Cc1cc(O)c(-c2n[nH]c3c2C(c2cccc(O)c2)N(Cc2cccnc2)C3=O)cc1Cl (stereo not drawn) | 0
CCOC(=O)c1cnc2c(C)cccc2c1Nc1ccc(OC)cc1 | 6
O=c1c2ccccc2n(Cc2ccc(F)cc2)c(=O)n1C1CCCC1 | -17
COc1cccc(-n2ccnc2SCC(=O)Nc2ccc(F)cc2)c1 | -5
O=C(CCc1ccccc1)Nc1ccc(N2CCOCC2)cc1 | -6
CC(C)(C)NS(=O)(=O)c1ccc(CCC(=O)N2CCOCC2)cc1 | 0
CCOC(=O)CSC1=C(C#N)C(C)C2=C(CCCC2=O)N1 (stereo not drawn) | -8
CCOCCCNC(=O)c1ccc(CN2CCc3ccccc3C2)cc1 | 2

Entries above that contain a furan ring, fused or not (7):
SMILES | 14-3-3 PPI
O=c1oc(-c2ccco2)cc(-c2ccccc2)c1-c1ccccc1 | -6
Cc1ccccc1OCC(=O)Nc1cccc(NC(=O)c2ccco2)c1 | -7&0
CC(C)OC(=O)c1c(NC(=O)c2cc3nc(-c4ccco4)cc(C(F)(F)F)n3n2)sc2c1CCCC2 | -11
CCOc1ccc(S(=O)(=O)N(C(C)=O)c2ccc3oc(C)c(C(=O)OC)c3c2)cc1 | -12
COCCn1c(-c2ccc(-c3ccccc3Cl)o2)nc2c1c(=O)[nH]c(=O)n2CC(C)C | -14
CC(C)(C)C1CCc2c(sc(NC(=O)c3ccccc3F)c2C(=O)NCc2ccco2)C1 (stereo not drawn) | -2
CCn1c(SCC(=O)OCC(=O)N2c3ccccc3NC(=O)C2(C)C)nnc1-c1ccco1 | -6

(next part)
SMILES | 14-3-3 PPI
Cc1cc(C(=O)Nc2ccc3oc(-c4ccc(C(C)(C)C)cc4)nc3c2)ccc1[N+](=O)[O-] | -16
Cn1nc(-c2ccccc2F)c2cc(C(=O)N3CCCC3)sc21 | -2
COc1ccc(-c2nn(-c3ccccc3)cc2/C=N/n2cnnc2)cc1OC | -4
NCC(O)C1CCCCCCC1 (stereo not drawn) | 3
CN1C(=O)c2ccccc2C(C(=O)N2CCCCCC2)C1c1cccs1 (stereo not drawn) | -6
Cc1nn(C)c(C)c1S(=O)(=O)N1CCC(C(=O)NCCC2=CCCCC2)CC1 | -4
O=c1c2ccccc2n(Cc2cccnc2)c(=O)n1Cc1ccco1 | -2
Cc1c(S(=O)(=O)N2CCc3ccccc3C2)c(=O)n(C)c(=O)n1C | -3
O=c1[nH]c2cc3c(cc2cc1C(c1nnnn1C1CCCC1)N1CCCc2ccccc21)OCCO3 (stereo not drawn) | -10
COc1ccc(C)cc1NC(=O)Cc1cn(C)c2ccccc12 | -2
CCC(=O)N1c2ccc(S(=O)(=O)CCC(=O)NCc3ccc4c(c3)OCO4)cc2CC1C (stereo not drawn) | -6
COC(=O)CCC(NC(=O)c1cc(-c2ccc3c(c2)OCCO3)oc1C)C(=O)OC (stereo not drawn) | -6
Cn1c(Cl)cnc1C1CC(c2cc(Cl)ccc2O)=NN1 (stereo not drawn) | -11
CN(Cc1ccccc1)C(=O)CSc1nc(NCc2ccc(Cl)cc2)c2ccccc2n1 | -2
O=C1CC(N2CCN(CCOCCO)CC2)C(=O)N1c1ccc(Br)cc1 (stereo not drawn) | -14
COc1ccc(CCN2COc3ccc4c5c(oc4c3C2)C(=O)c2ccccc2C5=O)cc1OC | -17
CCc1ccccc1N1CN(Cc2ccccc2)CNC1=S | 2
CC(C)(C)C(=O)OCC1OC(n2cnc(C(N)=O)n2)C(O)C1O (stereo not drawn) | -1
CN(C(=O)c1cc2nc(-c3ccco3)cc(C(F)(F)F)n2n1)C1CCCCC1 | -6
O=C(O)CCc1ccc(-c2cccs2)n1CCC(=O)O | -1
Cc1nc(N)[nH]c(=O)c1CCO | -1
Nc1nc2ccccc2n1CCOc1ccc(Br)cc1 | -9
COc1ccc(-c2cc3c(ccc4ccccc43)oc2=O)cc1OC | -6
O=C(CSc1nnc(Cc2ccccc2)n1-c1ccccc1)c1cccs1 | -3
COc1ccc(C(=O)O)cc1S(=O)(=O)Nc1cc([N+](=O)[O-])ccc1C | -5
Cc1cccc(N2C(=O)SC(N(CC(=O)O)c3cccc(C)c3)C2=O)c1 (stereo not drawn) | -4
NC(=O)CN1CCN(c2ccccc2F)CC1 | 2&-4
O=C(Nc1ccc(C(=O)N2CCCCC2)cc1)c1ccc([N+](=O)[O-])cc1Cl | -5
C=CCNC(=O)CN(c1ccc(F)cc1)S(=O)(=O)c1ccc(OC)cc1 | 1
CCOc1ccc2nc(C(C)O)[nH]c2c1 (stereo not drawn) | -5
CCOC(=O)Cc1c(C)nc2c(-c3cccc(Br)c3)c[nH]n2c1=O | -1
Cc1ccc(C2C(C(=O)c3sc(C)nc3C)=C(O)C(=O)N2CCCN(C)C)o1 (stereo not drawn) | -5
CC(C)(C)c1cc(CC(=O)O)c2c(c1)C(C)(C)CC2 | -4
CC1CCCCC1NC(=O)c1ccc2c(=O)n(C3CCCC3)c(=O)[nH]c2c1 (stereo not drawn) | -3
CCOc1ccc(N2C(=O)C3CCCN3C2=O)cc1 (stereo not drawn) | 6
CC(=O)N1CCc2cc(S(=O)(=O)NCCCN3CCC(C)CC3)ccc21 | 1
Cc1ccc2c(c1)cc(CN(Cc1cccs1)C(=O)c1ccco1)c1nnnn12 | -2
CCn1c(Cn2nnc(-c3ccccc3)n2)nnc1SCC(=O)Nc1ccc(C(C)=O)cc1 | -9
CCCCOc1ccc(N2C(N)=NC(N)=NC2(C)C)cc1 | 0
Cc1ccccc1NC(=O)c1ccc(C)c(S(=O)(=O)Nc2ccc(NC(=O)c3ccccc3)cc2)c1 | -25
CCC(C)NC(=O)C1CCCN(S(=O)(=O)c2ccc(-n3cnnn3)cc2)C1 (stereo not drawn) | -3
CN1CCN(c2c3c(c(C#N)c4nc5ccccc5n24)CCCC3)CC1 | 5&-3
O=C(NCc1cccs1)c1ccc(S(=O)(=O)c2ccccc2)cc1 | -12
O=C1c2cccc3c(N4CCOCC4)ccc(c23)C(=O)N1CCOC(=O)C12CC3CC(CC(C3)C1)C2 | -17
CN(C)CCNc1oc(COc2ccc(-c3ccccc3)cc2)nc1C#N | -3
COc1ccc(Cl)cc1NC(=O)c1c(NCc2ccccn2)sc2c1CCC(C)C2 (stereo not drawn) | -126
CCOc1ccc(C(=O)Nc2ccc(-c3nc4cc(Cl)ccc4o3)c(O)c2)cc1Br | -149
O=C(C1CCC1)N1CCc2cc(S(=O)(=O)N3CCn4c3nc3ccccc34)ccc21 | 5
O=c1c2ccccc2nc(C=Cc2cccc3ccccc23)n1-c1ccc([N+](=O)[O-])cc1 | 4
Cc1cc(C)c(NC(=O)CSc2nnc(-c3ccncc3)n2Cc2ccco2)c(C)c1 | 3
CCc1ccccc1Nc1cc(C(=O)NCCN2CCCCCC2)c2ccccc2n1 | -16

A portion of the library. The share of hits here may be higher or lower than overall.
